# PfHsp90 yeast 2 = growth inhibition of yeast expressing Plasmodium Hsp90 | S. cerevisiae expressing PfHsp90, BacTiter-Glo ATP, 48 h; yeast lacking PDR1 and PDR3 efflux regulators | inhibition, % at 9.4 µM | 310,000 compounds, 0.32% hits | AID 504621;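 active = every replicate shows inhibition above about 80%, whatever the replicate mean, limit read from the data; inconclusive = mean inhibition reaches the set limit but some replicate falls short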;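 also: 0% = DMSO neutral controls and 100% = 20 µM radicicol positive controls; yeast relying on Plasmodium falciparum Hsp90 in place of its own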
# NSD2 HMT inh = blocks human histone methyltransferase NSD2 | O96028 | NSD2 peptide methylation, AlphaScreen, 120 min | inhibition, % at 12.5 µM | 310,000 compounds, 0.54% hits; in the data active = inhibition above about 50%
# MITF TRPM1 HTS = activators of MITF-driven TRPM1 promoter activity in SK-MEL-5 cells | SK-MEL-5 TRPM1-promoter luciferase, 24 h; % of positive control, neutral wells = 0 | activation, % at 12.5 µM | 300,000 compounds, 0.75% hits | AID 588334;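 active = mean activation of at least 80% with every replicate also reaching 80%; inconclusive = mean reaches 80% but some replicate falls short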;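 also: 0% = neutral control wells and 100% = parthenolide positive control wells; values of inactives mirror those of a sister screen read the other way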
# dFosB activator = activators of mouse delta FosB homodimer; P13346; purified delta FosB, TAMRA-CDK5 oligo fluorescence polarization; percent of positive-control signal above neutral wells; AID 493131; activation, % at 25 µM; 340,000 compounds, 0.99% hits;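 active = mean activation above about 17%, with every replicate also reaching it, limit read from the data, passing the limit was not always enough; inconclusive = only one of the two conditions met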;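 also: fluorescence polarization rise as delta FosB binds a TAMRA Cdk5 AP-1 oligo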
# Target sequence (P13346 whole entry, looked up): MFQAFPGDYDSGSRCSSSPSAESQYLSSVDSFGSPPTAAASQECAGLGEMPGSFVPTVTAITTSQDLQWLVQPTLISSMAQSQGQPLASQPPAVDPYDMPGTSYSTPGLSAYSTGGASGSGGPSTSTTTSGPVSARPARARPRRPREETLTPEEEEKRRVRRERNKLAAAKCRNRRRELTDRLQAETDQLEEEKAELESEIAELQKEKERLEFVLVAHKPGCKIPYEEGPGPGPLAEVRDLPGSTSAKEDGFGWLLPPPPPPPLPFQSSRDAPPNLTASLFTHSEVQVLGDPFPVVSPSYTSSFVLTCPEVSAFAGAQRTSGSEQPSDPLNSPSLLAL
# SR-BI HDL uptake = inhibitors of mouse SR-BI mediated HDL lipid uptake; ldlA[mSR-BI] CHO cells, DiI-HDL uptake fluorescence, 3 h; inhibition, % at 12.5 µM; AID 488896; Q61009; 320,000 compounds, 0.96% hits;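 active = mean replicate inhibition of at least 70% and a set share of replicates each scoring 70 or more; inconclusive = meets just one of the two criteria; inactive = fails both criteria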;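 also: 0% = median of neutral control wells and 100% = median of positive control wells; values of inactives mirror those of a sister screen read the other way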
# CAL PDZ FP-1 = human CAL PDZ-peptide interaction inhibition. Q9HD26. purified CAL PDZ, TMR-peptide fluorescence polarization, 1 h. inhibition, % at 20 µM. 330,000 compounds, 0.02% hits. AID 504414;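 active = highest replicate inhibition of at least 40%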;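 also: plate controls were DMSO neutral control wells for no effect and unlabeled competitor peptide control wells for full effect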
#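 Test system: tagged CAL PDZ domain / Buffer or medium: sodium phosphate/NaCl buffer pH 7.4 with TCEP, IgG, Thesit / Reagent: TMR-labelled reporter peptide T*-PRC34 bound in PDZ groove / Compound dosing: single point, 20 µM / Schedule: 1 h incubation at room temperature before polarization reading / Technique: fluorescence polarization (mP) / Benchmarks: unlabelled peptide, DMSO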
# PvdQ inh = blocks Pseudomonas aeruginosa PvdQ acylase activity. inhibition, % at 10 µM. purified PvdQ acylase, fluorescence plate reader. 340,000 compounds, 0.063% hits; in the data active = inhibition above about 30%, passing the limit was not always enough; inconclusive = no clear call, values can overlap the other calls;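 also: 0% = vehicle neutral wells and 100% = reference inhibitor wells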
# SR-BI uptake up = enhances SR-BI lipid uptake from DiI-HDL; CHO ldlA[mSR-BI] cells, DiI-HDL uptake fluorescence, 3 h; 100 = double the neutral-control signal; activation, % at 12.5 µM; 320,000 compounds, 0.096% hits; AID 504775;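 active = mean replicate activation of at least 60% and every replicate at or above 60%; inconclusive = mean or all-replicate condition met, but not both; inactive = mean below 60% and not all replicates reaching 60%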;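 also: 0% = median plate neutral-control signal and 100% = twice that signal; values of inactives mirror those of a sister screen read the other way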
#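 Test system: SR-BI-overexpressing, LDLR-lacking CHO cells; Medium: Ham's F12 with 0.5% BSA, HEPES 25 mM, pH 7.4; Schedule: 3 h, 37 °C; Technique: bottom-read fluorescence, 550/595 nm.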
# CAL PDZ FP-2 = blocks peptide binding to the human CAL PDZ domain; Q9HD26; purified CAL PDZ, TMR-peptide fluorescence polarization, 1 h; inhibition, % at 24.9 µM; 300,000 compounds, 0.92% hits; AID 602252;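 active = mean inhibition of at least 30% with at least half of replicates also reaching 30%; inconclusive = no clear call, values can overlap the other calls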;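 also: 0% = DMSO neutral control and 100% = excess unlabeled competitor peptide PRC23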
# Rtt109 HAT inh = inhibitors of Candida albicans Rtt109/Vps75 histone acetyltransferase. Q5AAJ8. purified Rtt109/Vps75, ThioGlo CoA-SH fluorescence, 4 h. inhibition, % at 34.9 µM. 330,000 compounds, 0.16% hits;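 active = inhibition of at least 50% in every replicate; inconclusive = best replicate reaches 50% inhibition but some replicates fall short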
# Target sequence (Q5AAJ8 whole entry, looked up): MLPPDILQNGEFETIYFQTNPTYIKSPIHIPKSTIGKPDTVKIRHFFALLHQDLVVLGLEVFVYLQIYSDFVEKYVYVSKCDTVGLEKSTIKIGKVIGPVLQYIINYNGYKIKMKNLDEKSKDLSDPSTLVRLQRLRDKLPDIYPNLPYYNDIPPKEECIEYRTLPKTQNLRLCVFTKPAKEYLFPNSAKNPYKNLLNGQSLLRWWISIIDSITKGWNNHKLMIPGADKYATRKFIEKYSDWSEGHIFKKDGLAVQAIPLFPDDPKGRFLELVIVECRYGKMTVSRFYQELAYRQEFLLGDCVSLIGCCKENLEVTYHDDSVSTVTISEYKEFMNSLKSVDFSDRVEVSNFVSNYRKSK
# Numbers without * were called inactive; ? = inconclusive; · = no result given.
SMILES,PfHsp90 yeast 2,NSD2 HMT inh,MITF TRPM1 HTS,dFosB activator,SR-BI HDL uptake,CAL PDZ FP-1,PvdQ inh,SR-BI uptake up,CAL PDZ FP-2,Rtt109 HAT inh
CCCOC(c1ccccc1)(c1ccccc1)C(Oc1nc(C)cc(C)n1)C(=O)O (stereo unspecified),-1,-2,·,-7,-10,9.4,-13,10,-6,0
Cc1ccc(-c2nn(-c3ccccc3)cc2C(=O)Nc2cccc(S(=O)(=O)N3CCOCC3)c2)cc1,12,7,5,-4,37,-2.5,4,-37,-1,-6
COc1ccc(OCCSc2nnc(CC(=O)Nc3cccc(Cl)c3Cl)n2C)cc1,10,-9,10,-8,34,-2.1,-17,-34,3,8
COc1ccc(-c2nc(CN3CCC(C(=O)N4CCOCC4)CC3)c(C)o2)cc1C,30,2,1,-5,-12,-0.3,-11,12,-7,7
CC12CC3CC(C)(C1)CC(C(=O)N1CCCC1)(C3)C2,5,17,·,3,-1,0.4,8,1,-5,·
Nc1cnccc1Oc1cccc(C(F)(F)F)c1,-15,-1,·,0,-9,1.4,0,9,2,-11
COc1cccc(CN2CC(C(=O)NCCC3=CCCCC3)CCC2=O)c1 (stereo unspecified),4,1,9,1,10,-2.2,3,-10,-2,1
CN1CCN(C(=O)c2cc(Cl)cc(Cl)c2)CC1,-21,-1,·,9,6,·,-14,-6,64*,-3
CCN(CC)c1ccc(C2Nc3cccc4cccc(c34)N2)c(O)c1,2,10,23,-4,114*,·,4,-114,0,5
CC(=O)Nc1nc(-c2ccccc2)nc(-c2ccccc2OC(C)=O)n1,-20,·,-7,-26,?,-1.5,-4,-75,-3,3
COc1ccccc1N1CCN(C2CC(=O)N(c3ccc(F)cc3)C2=O)CC1 (stereo unspecified),-1,·,·,-2,-42,-0.7,-12,42,-10,16
COC(=O)c1c(O)c2ccccc2[nH]c1=O,0,-2,1,4,-29,-0.8,-4,29,-5,-1
COc1ccc(NC(=O)c2cc(-c3ccccc3)nc3c2cnn3C(C)C)cc1,-1,25,8,-5,82*,-0.3,-1,-82,-1,4
CCNC(=O)N(CC)C[C@H]1N[C@@](Cc2ccccc2)(C(=O)OC)[C@H]2C(=O)N(C)C(=O)[C@@H]12,0,·,2,5,-12,0.6,-17,12,1,-5
Cc1ccc(NC(=S)c2ccncc2)c(C)c1,25,-4,8,-10,-14,-2.5,-11,14,5,1
Cn1c(SCC(=O)NNC(=O)c2ccc(Br)cc2)nnc1-c1cccnc1,16,-2,-9,-2,-2,-0.3,-7,2,63*,-4
O=C(COc1ccccc1)NC1=NCCS1,-13,0,60,-2,-7,-2.5,-13,7,-3,-10
CCc1ccc(Nc2oc(C)cc(=O)c2C(C)=O)cc1,-31,-3,58,-3,-2,0.3,-16,2,1,8
CCOc1ccc2nc(SC(C)C(N)=O)[nH]c2c1 (stereo unspecified),·,-5,·,-6,2,·,2,-2,10,-5
COCCCNC(=O)Cn1cnc2sc(C)c(S(=O)(=O)N3CCN(c4ccccc4OC)CC3)c2c1=O,-2,0,7,-4,-17,-1.0,-13,17,1,-6
C=CCn1c(SCC(=O)Nc2ccc(C(=O)OC(C)C)cc2)nnc1-c1cccs1,-34,-2,-4,6,23,0.8,-26,-23,-4,-10
COc1ccccc1N(CC(N)=O)S(=O)(=O)c1ccc(C)cc1,-10,-1,1,-4,-16,-2.6,5,16,-4,·
COc1ccc(/C=C/CN2CCCC(CCC(=O)NCc3ccc(F)c(F)c3)C2)cc1 (stereo unspecified),-28,0,3,-8,-5,·,-4,5,-4,-5
Cc1cc(C)c2c(C)nn(-c3ccccc3)c2n1,-4,-6,-2,-9,-24,-3.6,-13,24,-3,0
CCCCn1cnc2c(SCc3cccc(F)c3)nc(N)nc21,-2,-1,20,-2,5,-4.7,-16,-5,·,4
Cc1ccc(SCC2=NN(c3nc(C)cc(C)n3)C(=O)C2)cc1,12,·,-2,0,-11,-0.7,2,11,3,5
CCOC(=O)Cn1nnc(-c2cc(OC)c(OC)c(OC)c2)n1,·,-7,4,-5,-1,-1.0,-6,1,-4,-4
COc1ccc(C(=O)Cn2c3ccccc3n3nc(CCC(=O)O)c(=O)nc23)cc1OC,-26,1,-2,1,-10,-0.2,-7,10,6,1
Cc1ccc(C)c(NS(=O)(=O)c2cc(C(=O)NCC3CCCO3)ccc2C)c1 (stereo unspecified),-24,1,0,-5,18,-2.0,-13,-18,-1,0
CCCCCC(=O)Nc1nc(C)c(-c2csc(Nc3ccc(Cl)cc3)n2)s1,4,·,-18,-7,96*,-0.2,-11,-96,6,3
O=C(COC(=O)c1ccc2c(c1)OCO2)Nc1cccc(F)c1,17,0,-4,3,-39,-2.5,-10,·,-3,-2
CCOc1ncccc1C(=O)OCc1cn2cc(Cl)ccc2n1,54,-1,3,-11,13,-1.1,-12,-13,-12,0
CCOc1ccc(C(=O)Nc2ccccc2C#N)cc1[N+](=O)[O-],11,-2,10,4,-8,-0.5,-4,8,-2,5
CC1(C)N=C(c2ccc(Cl)cc2Cl)C(=O)N1,-14,-3,-10,-5,-27,-0.5,-15,27,-2,-3
CCOc1ccccc1N1C(=O)c2ccc(C(=O)Nc3cccnc3)cc2C1=O,-13,·,·,-13,44,-1.1,1,-44,-3,-6
CC1CCCN(C(=O)COC(=O)C2=COCCO2)C1 (stereo unspecified),4,0,37,2,15,-0.1,-16,-15,-4,-3
CN(CCc1ccccc1)C(=O)c1ccc(NC(=O)Cc2ccc(NC(=O)C3CCN(C(=O)CCc4ccccc4)CC3)cc2)cc1,-9,·,-38,1,24,-0.4,-17,-24,-1,-8
CCOc1ccc(-n2ccnc(SCC(=O)Nc3ccc(CC)cc3)c2=O)cc1,-11,-1,-2,1,3,-1.6,-4,-3,·,-5
CNC(=S)N1CCC(Cc2ccccc2)CC1,-12,32,7,-3,-2,-0.5,-9,2,·,1
COc1ccc(/C=C/C(=O)c2c(C)cc(C)[nH]c2=O)c2ccccc12,3,3,-19,-8,17,-1.5,5,-17,3,8
COc1cccc(CCNC(=O)C2CCC(=O)N(Cc3cccc(OC)c3)C2)c1 (stereo unspecified),1,-3,0,-1,-1,-2.1,-14,1,0,0
O=C1SC(c2ccccc2)=C/C1=C\N1CCCCC1,-55,40,-14,-8,39,-0.4,-15,-39,-3,16
NNC(=O)C12CC3CC(C1)CC(n1ncnn1)(C3)C2,-5,1,18,-3,-24,-2.5,-5,24,-4,-4
O=C(Oc1ccc(-c2nnco2)cc1)c1ccc(Br)o1,14,-2,-1,1,-4,-2.7,3,4,-1,4
COc1cccc(NC(=O)CN(C)CC(=O)Nc2ccc(C)c(S(=O)(=O)N3CCOCC3)c2)c1,-4,-1,-3,-14,15,-2.1,-5,-15,·,2
Cc1ccc(C(=O)CCC(=O)OCC(=O)Nc2ccc3[nH]c(=O)[nH]c3c2)cc1,-16,2,-5,9,-3,-0.4,-8,3,·,3
CCC(NC(=O)CSc1nnnn1C1CC1)c1ccc(Br)cc1 (stereo unspecified),·,0,-9,0,-36,-1.7,-16,36,-7,2
O=C(Nc1cc(-c2ccccc2)sc1C(=O)O)c1cccc(F)c1,-54,-3,-6,-11,9,-4.3,-12,-9,-6,7
COc1ccc(C(C(=O)NC2CCCCC2)N(Cc2ccco2)C(=O)c2snc(C(N)=O)c2N)cc1 (stereo unspecified),-4,-9,-11,5,-19,-1.4,0,19,1,-3
COc1ccc(NC2c3ccccc3C(=O)N2Cc2ccco2)cc1OC (stereo unspecified),22,·,·,-6,-13,-0.1,1,13,·,4

# (continued)
SMILES,PfHsp90 yeast 2,NSD2 HMT inh,MITF TRPM1 HTS,dFosB activator,SR-BI HDL uptake,CAL PDZ FP-1,PvdQ inh,SR-BI uptake up,CAL PDZ FP-2,Rtt109 HAT inh
O=C(Cn1c(C2CC2)nc2ccccc2c1=O)Nc1ccc(Br)cc1,·,-2,·,6,-20,·,-3,20,-7,-3
O=C(c1ccco1)N1CCN(c2ncnc3c2[nH]c2ccc(Br)cc23)CC1,15,·,6,10,8,-7.6,6,-8,2,?
CCC1CCc2sc(C(=O)N3CCN(c4ccccn4)CC3)cc2C1 (stereo unspecified),8,0,-7,-10,-9,-2.1,-4,9,-1,2
CS(=O)(=O)c1cccc(C(=O)Nc2ccc3c(c2)OCCCO3)c1,0,2,81*,-2,7,-0.7,-8,-7,-2,-13
CC(=O)CC(C)(C)NC(C)=S,-10,1,-2,-3,-4,0.0,-15,4,·,-3
CC(=O)Nc1ccc(S(=O)(=O)N2CCN(C(=O)Cc3ccccc3)CC2)cc1,16,-4,·,1,-16,-2.7,-3,16,18,0
Nc1[nH]c(=O)[nH]c(=O)c1N=Nc1cccc(Cl)c1,12,4,15,0,-27,-0.8,3,27,-4,18
O=C(c1ccccc1)c1ccc(C(=O)N2CCOCC2)cc1,15,-4,0,7,-14,0.3,-4,14,1,-4
Cc1cc(C(=O)Cn2nc(C(=O)O)c3ccccc3c2=O)c(C)n1CC(F)(F)F,·,-3,?,6,4,-2.4,-16,-4,-2,-1
Cc1cc(Br)ccc1NC(=O)CNC(=O)COc1ccccc1C,-15,-1,9,-19,4,0.0,6,-4,·,1
O=c1[nH]c(Cc2cccc(C(F)(F)F)c2)nc2ccccc12,3,-5,-1,?,3,-0.8,-3,-3,3,·
O=C(Nc1ccc(N2CCOCC2)cc1)C1CCCN(S(=O)(=O)c2ccccc2)C1 (stereo unspecified),6,4,1,-11,-23,-2.5,1,23,0,·
O=C(O)c1ccc(Nc2c3ccccc3nc3ccccc23)cc1,-25,1,11,2,8,0.0,-17,-8,-3,-4
O=C(Cc1cccc(NC(=O)C2CCCN(C(=O)CCc3ccccc3)C2)c1)Nc1cccc(C(=O)N2CCCCC2)c1 (stereo unspecified),13,·,-11,-18,·,-0.9,-9,·,-1,2
CC1CCCN(S(=O)(=O)c2ccc(S(=O)(=O)NC(C)c3cccs3)cc2)C1 (stereo unspecified),14,0,-1,-1,13,-0.5,1,-13,0,-6
Cc1cc(C)cc(N(C(C)C(=O)N2CCCCC2)S(C)(=O)=O)c1 (stereo unspecified),14,-4,0,7,·,0.3,-11,·,4,6
CN(Cc1ccc(-n2cccn2)cc1)Cc1cn(C)nc1-c1ccccc1F,3,13,7,-7,-8,-0.5,-12,8,·,-15

# High-throughput results from PubChem.
